PAFAH2 inh: PAFAH2 enzyme inhibitors, primary screen, biochemical, fluorescence polarization, human | Platelet-activating factor acetylhydrolase 2, cytoplasmic (Homo sapiens), Q99487 | recombinant PAFAH2, FP-rhodamine activity probe | inhibition, % at 3.39 µM | 340,000 tested, 0.99% active | AID 492956, 2010;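 active means inhibition above the mean over all tested compounds plus 3 SD, cut at about 30% in these data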;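 further: inhibitors block probe labeling of enzyme so polarization drops; 0% = enzyme with DMSO and 100% = wells lacking PAFAH2 protein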
PME-1 inh: PME-1 inhibitors via competitive probe labeling, primary screen, biochemical, fluorescence polarization, FP-Rh probe, HTS. recombinant PME-1. 320,000 tested, 0.53% active. inhibition, % at 5.9 µM;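 active means inhibition above the campaign mean of all compounds plus 3 SD, cut at about 26% in these data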;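 further: competitive labeling of PME-1 active site by serine hydrolase directed probe; 0% = PME-1 with DMSO and 100% = wells lacking PME-1 enzyme; inhibitors block probe labeling so polarization falls and inhibition rises; many of its hits are not listed in these tables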
pPAFAH inh: pPAFAH enzyme inhibitors, primary screen, biochemical, fluorescence polarization, human | recombinant pPAFAH, FP-rhodamine probe fluorescence polarization | inhibition, % at 3.39 µM | 330,000 tested, 1.5% active | AID 463082, 2010;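 active means inhibition above the mean inhibition across the screen plus 3 SD, cut at about 25% in these data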;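 further: inhibitors block binding of the rhodamine activity-based probe so polarization drops; 0% = enzyme with DMSO and 100% = wells lacking pPAFAH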
Target sequence (Q13093 whole entry, looked up): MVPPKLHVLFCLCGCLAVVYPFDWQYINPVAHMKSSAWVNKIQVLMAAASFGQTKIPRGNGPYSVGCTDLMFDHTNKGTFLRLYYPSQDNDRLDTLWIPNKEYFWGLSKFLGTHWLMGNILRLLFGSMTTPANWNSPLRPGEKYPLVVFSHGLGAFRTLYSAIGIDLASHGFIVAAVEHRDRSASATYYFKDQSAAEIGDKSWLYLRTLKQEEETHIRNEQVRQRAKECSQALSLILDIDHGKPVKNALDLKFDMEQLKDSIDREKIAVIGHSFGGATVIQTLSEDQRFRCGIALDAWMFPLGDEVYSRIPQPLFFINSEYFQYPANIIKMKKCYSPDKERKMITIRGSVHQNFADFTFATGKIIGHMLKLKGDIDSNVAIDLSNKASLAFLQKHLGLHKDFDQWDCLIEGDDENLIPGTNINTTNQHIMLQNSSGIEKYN
LYPLA1 counter: LYPLA1 inhibitors, primary screen, counter-screen for PME1 inhibitor project, biochemical, fluorescence polarization, FP-Rh probe ABPP; inhibition, % at 5.9 µM; 320,000 tested, 0.16% active; Acyl-protein thioesterase 1 (Homo sapiens), O75608; AID 2174, 2009; recombinant LYPLA1;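 active means inhibition above the mean of all tested compounds plus 3 SD, set per campaign, cut at about 14% in these data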;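 further: inhibitors block serine hydrolase probe labeling of LYPLA1 so polarization falls; 0% = enzyme with DMSO and 100% = wells lacking LYPLA1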
PAFAH1B3 inh: PAFAH1B3 enzyme inhibitors, primary screen, biochemical, fluorescence polarization, human; inhibition, % at 3.39 µM; Platelet-activating factor acetylhydrolase IB subunit alpha1 (Homo sapiens), Q15102; recombinant PAFAH1B3, FP-rhodamine probe; 340,000 tested, 0.28% active;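 active means inhibition above the screen-wide average of all tested compounds plus 3 SD, cut at about 25% in these data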;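 further: 0% = enzyme with DMSO only and 100% = wells lacking PAFAH1B3 protein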
PAFAH1B2 inh: PAFAH1B2 enzyme inhibitors, primary screen, biochemical, fluorescence polarization, human; 340,000 tested, 1.2% active; inhibition, % at 3.39 µM; recombinant PAFAH1B2, FP-rhodamine activity probe; Platelet-activating factor acetylhydrolase IB subunit alpha2 (Homo sapiens), P68402;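 active means inhibition above the mean of all tested compounds plus 3 SD, cut at about 24% in these data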;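 further: 0% = enzyme with DMSO and 100% = wells lacking PAFAH1B2; many of its hits are not listed in these tables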
GSTO1 counter: inhibitors of recombinant GSTO1, primary screen, counter-screen for RBBP9 inhibitor project, biochemical, fluorescence polarization; activity-based probe fluorescence polarization; inhibition, % at 5.96 µM; 300,000 tested, 1.1% active; Glutathione S-transferase omega-1 (Homo sapiens), P78417;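 active means inhibition above the campaign mean inhibition plus 3 SD, cut at about 35% in these data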;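 further: 0% = GSTO1-1 with DMSO and 100% = wells lacking GSTO1-1 enzyme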
Target sequence (P78417 whole entry, looked up): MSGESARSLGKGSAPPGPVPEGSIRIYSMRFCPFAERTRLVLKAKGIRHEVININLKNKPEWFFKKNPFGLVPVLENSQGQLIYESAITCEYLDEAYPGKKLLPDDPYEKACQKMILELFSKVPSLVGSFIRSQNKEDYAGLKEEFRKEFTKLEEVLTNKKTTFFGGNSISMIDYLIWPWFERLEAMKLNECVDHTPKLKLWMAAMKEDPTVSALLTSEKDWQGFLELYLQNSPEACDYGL
LYPLA2 counter: LYPLA2 inhibitors, primary screen, counter-screen for PME1 inhibitor project, biochemical, fluorescence polarization, FP-Rh probe ABPP; Acyl-protein thioesterase 2 (Homo sapiens), O95372; recombinant LYPLA2; inhibition, % at 5.9 µM; 320,000 tested, 0.38% active;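 active means inhibition above the screen-wide mean plus 3 SD, limit set per campaign, cut at about 26% in these data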;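 further: 0% = LYPLA2 with DMSO and 100% = wells lacking LYPLA2 enzyme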
Target sequence (O95372 whole entry, looked up): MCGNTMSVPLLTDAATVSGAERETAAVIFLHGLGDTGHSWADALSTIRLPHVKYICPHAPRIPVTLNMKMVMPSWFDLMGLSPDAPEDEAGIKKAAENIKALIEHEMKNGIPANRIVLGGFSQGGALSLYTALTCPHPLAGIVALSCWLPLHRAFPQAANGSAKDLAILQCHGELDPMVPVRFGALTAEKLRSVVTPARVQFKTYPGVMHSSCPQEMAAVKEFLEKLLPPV
PAD4 FP inh: human PAD4 inhibitors, primary screen, biochemical, fluorescence polarization, 1536-well format. Protein-arginine deiminase type-4 (Homo sapiens), Q9UM07. recombinant PAD4, RCA probe fluorescence polarization. 330,000 tested, 0.41% active. inhibition, % at 6.36 µM;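 active means percent inhibition above a cutoff equal to the mean of all tested compounds plus 3 SD, cut at about 15% in these data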;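 further: 0% = PAD4 with RCA probe and DMSO and 100% = probe without PAD4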
Numbers without * were called inactive; · = no result given. These rows are one share of the data; rates above refer to the full screens.

SMILES | PAFAH2 inh | PME-1 inh | pPAFAH inh | LYPLA1 counter | PAFAH1B3 inh | PAFAH1B2 inh | GSTO1 counter | LYPLA2 counter | PAD4 FP inh
Cc1ccc2nc(N(CCCN(C)C)C(=O)c3ccc(S(=O)(=O)N4CCc5ccccc5C4)cc3)sc2c1 | 5 | 6 | 4 | -1 | 0 | 6 | -1 | 2 | -2
CN(CCCC(=O)N1CCCC(C(N)=O)C1)S(=O)(=O)c1ccc(F)cc1 (stereo not given) | 0 | -3 | 8 | 1 | -1 | 2 | 9 | -1 | 0
Cc1cc(NC(=O)CSc2nnc(COc3cccc(C)c3C)n2Cc2ccco2)no1 | 13 | -2 | 1 | 1 | -5 | 2 | 2 | 0 | 1
COc1cc(CCCN2CCNC[C@@H]2CC2CCCCC2)cc(OC)c1OC | 1 | · | 3 | · | 4 | 4 | · | · | -1
CCC(C)Sc1nnc(Cc2cc(=O)[nH]c(=O)[nH]2)n1-c1ccc(OC)cc1 (stereo not given) | -2 | 1 | -3 | -2 | 4 | 5 | 6 | -3 | 1
CN(C)CC#CCOC(c1ccccc1)c1ccccc1 | -2 | 3 | 6 | 3 | 6 | -1 | -6 | 8 | -1
Cc1ccc(-c2nnc(NC(=O)c3ccc([N+](=O)[O-])o3)o2)c(C)c1 | 6 | 6 | 4 | 0 | 8 | 5 | 14 | 4 | -2
CCCC(=O)N(Cc1cc2ccccc2[nH]c1=O)c1ccccc1OC | 8 | -1 | 2 | -5 | -1 | 3 | -4 | -7 | -3
Cc1nn(-c2ccccc2)c(N)c1N=Nc1cccnc1 | -9 | -2 | 4 | 0 | 11 | 5 | 3 | -3 | 3
CCOC(=O)c1[nH]c2cc(OC)c(OC)cc2c1NC(=O)C(C)N1CCN(Cc2ccccc2)CC1 (stereo not given) | -10 | 1 | 5 | -1 | 8 | 0 | -5 | 1 | 1
COCCCNC(=S)NNC(=O)c1csc2ccccc12 | 3 | 3 | 6 | -2 | 3 | 0 | 3 | 3 | 1
O=C1Nc2ccccc2N2CCCC12 (stereo not given) | · | 2 | 0 | 3 | · | · | 69* | -2 | -12
Nc1c(C(=O)N/N=C/c2ccc(F)cc2)oc2nc(-c3ccccc3)cc(-c3ccco3)c12 | 7 | 6 | 16 | -2 | 6 | -6 | 5 | -4 | -5
O=C(COc1ccc([N+](=O)[O-])cc1)Nc1cccc2nsnc12 | -12 | 0 | 0 | -1 | -7 | -12 | -3 | -4 | -5
COc1ccccc1C(=O)NC(=O)COC(=O)c1cc[n+]([O-])cc1 | 3 | -2 | 2 | 1 | 7 | 1 | 13 | 6 | -2
COc1cccc(CNC(=O)CCN2C(=S)NC(C)(C)CC2C)c1 (stereo not given) | 5 | 5 | -8 | 4 | 2 | 2 | 3 | -2 | -10
COc1cccc2c1OC1(C)CC2N(C(=O)c2ccco2)C(=S)N1c1ccc(F)cc1 (stereo not given) | -1 | -5 | 5 | -2 | 6 | 2 | 3 | -1 | -4
CCC(Cc1ccccc1)NC(=O)CCn1cccc1 (stereo not given) | 4 | 2 | 2 | 1 | -2 | 4 | 1 | 3 | -2
COc1ccc(CNC(=O)C(=O)NCC2OCCN2S(=O)(=O)c2ccccc2)cc1 (stereo not given) | -7 | -1 | 5 | 0 | 12 | 12 | 0 | 1 | -2
CCOc1ccccc1NC(=O)N1CCC(c2nc3ccc(C)cc3[nH]2)CC1 | -4 | -1 | 3 | 4 | 7 | -2 | -1 | 3 | -1
CCOC(=O)c1cc(OCC(=O)NC(C)C(C)C)cc(C(=O)OCC)c1 (stereo not given) | -2 | 0 | 4 | -1 | 9 | -1 | 6 | 4 | -3
CCOCCCNC(=O)C1CCN(Cc2cccc(OCc3ccccc3)c2)CC1 | -4 | -3 | 3 | 5 | 13 | 2 | 3 | 5 | 0
COc1ccc(C(=O)Nn2c(C)nc3ccccc3c2=O)c(OC)c1 | 2 | -1 | 5 | -1 | 4 | 10 | -2 | 5 | 0
Cc1ccc(CNC(=O)CSc2ncc(C(=O)Nc3ccccc3)c(=O)n2C)cc1 | 2 | -1 | 0 | 1 | 7 | 1 | -3 | 7 | -4
Cc1ccc(CNC(=O)c2ccccc2NS(C)(=O)=O)cc1 | -3 | 3 | 1 | 4 | 1 | 7 | -2 | 4 | 3
Cc1ccc(S(=O)(=O)N2CCOCC2)cc1NS(=O)(=O)c1ccc(F)c(F)c1 | 1 | 0 | 0 | 2 | -4 | 6 | · | 2 | -8
CCC(CO)Oc1cc(NCc2cccnc2)c2ncn(C(C)C)c2c1 (stereo not given) | -3 | · | 4 | · | 1 | 2 | · | · | -2
Cn1nc(-c2ccc(C(=O)N3CCN(CCO)CC3)cc2)c2ccccc2c1=O | -1 | 1 | -4 | 1 | 3 | 2 | -2 | 7 | 1
COc1ccc(Cl)cc1-c1nc(N)nc(NC2CCCCC2)n1 | 5 | -3 | 11 | 1 | 9 | 5 | 4 | 4 | -1
COc1ccc(N2CCN(S(=O)(=O)c3ccc(OC)c(C(=O)N4CCCC4)c3)CC2)cc1 | -5 | 5 | 4 | 5 | -2 | 4 | 1 | 4 | -2
COc1cccc(CNS(=O)(=O)c2ccc(S(=O)(=O)N3CCCC3)cc2)c1 | 3 | 3 | 1 | 0 | 10 | 8 | 1 | 1 | 1
O=C(Oc1ccc2ccc(=O)oc2c1)c1ccc([N+](=O)[O-])cc1 | -7 | -1 | 0 | 1 | -1 | -2 | -1 | 3 | 3
CCn1c(SCC(=O)Nc2ccccc2)nc2c1c(=O)n(C)c(=O)n2C | 1 | 10 | 1 | 6 | 5 | 0 | 4 | 4 | 4
Cc1ccc(CNC(=O)COC(=O)c2cccnc2Cl)cc1 | 8 | · | 3 | · | 0 | 2 | · | · | -2
S=C(c1ccc(-c2ccc(Br)cc2)o1)N1CCOCC1 | · | 0 | 1 | 1 | · | · | -4 | 6 | -1
Clc1nc2c(ccc3ccccc32)[nH]1 | · | -5 | -1 | 0 | · | · | -1 | 5 | 0
Cc1cc(C)c(OCC(=O)Nc2cccc(NC(=O)c3ccco3)c2)c(Br)c1 | -12 | -31 | -4 | -31 | -12 | -14 | -38 | -47 | -2
CCn1c(C)c(C(C)=O)c(N2CCC(C(N)=O)CC2)nc1=S | 6 | 5 | 1 | 1 | 5 | -2 | -1 | 9 | -7
COc1cc([N+](=O)[O-])cc2cc(C(=O)N3CCN=C3c3ccccc3)c(=O)oc12 | 4 | 5 | 2 | -3 | 10 | 13 | -1 | 3 | -3
COc1ccccc1N1CCN(c2ncnc3sc(C(=O)NCC4CCCO4)c(C)c23)CC1 (stereo not given) | 2 | 1 | 6 | -3 | 3 | -1 | 3 | -6 | 3
COc1ccc2[nH]c(O)c(N=O)c2c1 | 11 | 7 | 17 | 0 | 19 | 8 | 0 | 2 | -2
CC(C)CCNc1ncnc2c1cnn2Cc1ccccc1Cl | 5 | -6 | 5 | 0 | 10 | 7 | -1 | 13 | -6
Cc1ccc(S(=O)(=O)N(CC(=O)NCCC2=CCCCC2)Cc2ccccc2)cc1 | -7 | -1 | 5 | -2 | 5 | 4 | -2 | -2 | -2
Oc1ccc(C2C(c3ccccc3)=NN=C(c3ccccc3F)N2O)c(O)c1 (stereo not given) | 2 | 5 | 5 | -6 | 2 | 2 | 1 | -5 | -2
Cc1ccc2[nH]c(=O)c3cc(C(=O)NCC4CCCO4)sc3c2c1 (stereo not given) | 1 | 0 | 1 | -4 | 5 | 12 | -2 | -2 | 1
CCCCOCCCNC(=O)c1ccc([N+](=O)[O-])c(C)c1 | -2 | -5 | 5 | -2 | -1 | 6 | -2 | 0 | 2
O=S(=O)(NCC(c1ccc2c(c1)OCO2)N1CCN(c2ccccc2)CC1)c1ccccc1 (stereo not given) | 4 | 3 | 5 | -1 | 10 | 10 | 4 | 5 | 0
Cc1ccccc1S(=O)(=O)Cc1ccc(C(=O)NCCN(CC(C)C)CC(C)C)o1 | 3 | -2 | -4 | 0 | -4 | -1 | 1 | -4 | 4
C/C(=C/C(=O)NCc1ccccc1)C(=O)O | -5 | -1 | 4 | -2 | -5 | 4 | -1 | -1 | 1
O=[N+]([O-])c1cccc(-c2csc(N/N=C/c3cccc(O)c3)n2)c1 | 4 | 11 | 8 | -14 | 6 | 2 | -10 | -10 | -2

Continuation.
SMILES | PAFAH2 inh | PME-1 inh | pPAFAH inh | LYPLA1 counter | PAFAH1B3 inh | PAFAH1B2 inh | GSTO1 counter | LYPLA2 counter | PAD4 FP inh
Cc1cc(S(=O)(=O)N(Cc2ccccc2)Cc2ccc(N(C)C)cc2)ccc1-n1cnnn1 | 6 | 4 | 4 | -6 | 0 | 6 | 3 | 0 | 2
CCN(CC)S(=O)(=O)c1ccc(N2CCCC2)c(NC(=O)C2=COCCO2)c1 | 0 | -4 | 1 | -1 | 0 | 1 | -1 | 0 | -4
O=C(/C=C/c1ccccc1)c1ccccc1 | 3 | -1 | 4 | -1 | 14 | 1 | -4 | 2 | 1
COc1ccc(NS(=O)(=O)c2cc(NC(=O)C3CCCO3)ccc2N2CCCCC2)cc1 (stereo not given) | 9 | -1 | 4 | -1 | 9 | 10 | -6 | -1 | -5
COc1ccc(C(=O)OCC(=O)NCCN2C(=O)CSC2=O)cc1 | 7 | 2 | -4 | 0 | 6 | 2 | 8 | -3 | -3
O=C(COC(=O)Cc1c(F)cccc1Cl)Nc1ccc2[nH]c(=O)[nH]c2c1 | 8 | · | 10 | · | 9 | 0 | · | · | -5
CC(C(=O)O)n1c(-c2ccn[nH]2)n[nH]c1=S (stereo not given) | 1 | -4 | 0 | 2 | 8 | 4 | 0 | 1 | 1
C#CCOCCOCCOCCNc1nc(N2CCOCC2)nc(N2CCN(C(=O)CCCCCCCCCCNC(=O)[C@H](CO)n3cc(CCCCCN)nn3)CC2)n1 | 1 | 1 | 1 | 0 | 0 | 1 | 4 | -1 | 4
O=C(COC(=O)c1ccc(S(=O)(=O)C(F)F)cc1)Nc1cccnc1Cl | -1 | 5 | 11 | 0 | 6 | 3 | 9 | -5 | -8
OCc1ncccc1O | 1 | -2 | -9 | -4 | 0 | 5 | 4 | -14 | 0
CCOC(=O)N1CCN(C(=O)CS(=O)(=O)c2cn(Cc3ccc(Cl)cc3)c3ccccc23)CC1 | 3 | 2 | 3 | 0 | -10 | 15 | 4 | 4 | -8
O=S(=O)(NC1CC1)c1ccc2c3c(cccc13)CC2 | 7 | 0 | -1 | 2 | 4 | 6 | 2 | 3 | 1
O=C(C1CCC(=O)N(C2CCCC2)C1)N1CCN(Cc2cccc(Cl)c2)CC1 (stereo not given) | 1 | 7 | 0 | -1 | 11 | 3 | -1 | 4 | -2
